# IMP-1 inh: blocks Pseudomonas aeruginosa IMP-1 metallo-beta-lactamase; purified IMP-1, nitrocefin hydrolysis, epi-absorbance fluorescence; inhibition, % at 5.6 µM; hit rate 0.45% among 290,000; AID 1556;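 active means inhibition above the mean plus 3 SD of all compounds in the same screening run, cut at about 4.5% in these data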;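 further: 0% = IMP-1 with DMSO and 100% = DMSO wells lacking enzyme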
#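 Material – recombinant IMP-1 enzyme, purified · Amount – IMP-1 0.2 nM before substrate addition · Medium – HEPES buffer pH 7.1 with ZnSO4 and Brij 35 · Timing – 25 °C, 15 min preincubation, 25 min reaction · Measured by – plate fluorescence quenching by hydrolysis product, ex 480/em 530 nm · Read-out – percent enzyme inhibition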
# M18AAP inhibitor: PfM18AAP enzyme inhibition | inhibition, % at 7.35 µM | recombinant PfM18AAP, H-Glu-NHMec fluorogenic cleavage | hit rate 1.2% among 290,000 | AID 1822;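 active means inhibition above the campaign mean inhibition over all tested compounds plus 3 SD, cut at about 28% in these data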;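 further: 0% = plate median of test compound wells and 100% = 2 mM ZnCl2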
# FID counter: counter-screen for HCV NS3 helicase inhibitors: DNA intercalator displacement. AID 1845. hit rate 0.17% among 290,000. inhibition, % at 7.9 µM. DNA fluorescent intercalator displacement, fluorescence; in the data active means inhibition above about 37%;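 further: 0% = vehicle and 100% = reference compound; higher means more ethidium bromide displaced from hairpin DNA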
# IDE cell inh: inhibits human insulin-degrading enzyme in HEK cells; inhibition, % at 5.59 µM; P14735; AID 434962; hit rate 0.41% among 320,000; FAbetaB cleavage, fluorescence polarization;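 active means percent inhibition above the average of all tested compounds plus 3 SD, set per screening campaign, cut at about 16% in these data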;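 further: IDE supplied by intact live HEK cells; FP after avidin binding of uncleaved biotin substrate so inhibition keeps polarization high; 0% = DMSO wells and 100% = 60 µM reference IDE inhibitor Ii1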
# Target sequence (P14735 whole entry, looked up): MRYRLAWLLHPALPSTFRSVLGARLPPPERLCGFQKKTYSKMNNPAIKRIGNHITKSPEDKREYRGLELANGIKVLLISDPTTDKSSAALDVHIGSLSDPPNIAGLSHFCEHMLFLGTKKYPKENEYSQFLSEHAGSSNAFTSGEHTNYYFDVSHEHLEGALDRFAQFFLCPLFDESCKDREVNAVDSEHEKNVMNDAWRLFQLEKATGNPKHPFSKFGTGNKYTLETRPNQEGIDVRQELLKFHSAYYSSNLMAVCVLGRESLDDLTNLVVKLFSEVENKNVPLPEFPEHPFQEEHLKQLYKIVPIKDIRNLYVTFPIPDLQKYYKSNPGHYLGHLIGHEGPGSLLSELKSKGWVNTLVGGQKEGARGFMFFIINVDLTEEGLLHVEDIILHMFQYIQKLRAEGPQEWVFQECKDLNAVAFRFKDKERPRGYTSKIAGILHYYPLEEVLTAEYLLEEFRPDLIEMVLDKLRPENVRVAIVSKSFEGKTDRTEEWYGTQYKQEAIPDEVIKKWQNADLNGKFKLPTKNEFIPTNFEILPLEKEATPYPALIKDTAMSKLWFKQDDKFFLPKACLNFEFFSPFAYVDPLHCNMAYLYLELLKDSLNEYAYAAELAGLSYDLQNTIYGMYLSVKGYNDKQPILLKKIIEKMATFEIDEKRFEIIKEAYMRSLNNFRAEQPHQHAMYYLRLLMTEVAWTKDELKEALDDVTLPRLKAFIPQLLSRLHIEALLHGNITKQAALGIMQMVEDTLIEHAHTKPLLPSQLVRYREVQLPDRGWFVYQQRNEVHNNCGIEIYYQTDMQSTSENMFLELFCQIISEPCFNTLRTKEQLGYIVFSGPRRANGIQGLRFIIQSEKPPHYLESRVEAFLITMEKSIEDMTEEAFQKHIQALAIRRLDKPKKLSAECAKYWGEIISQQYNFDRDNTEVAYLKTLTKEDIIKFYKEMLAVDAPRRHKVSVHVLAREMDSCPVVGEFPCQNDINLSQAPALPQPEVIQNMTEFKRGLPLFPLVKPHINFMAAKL
# SUMO HTRF inh: inhibitors of human SUMOylation (UBC9). inhibition, % at 35 µM. HTRF SUMOylation assay, SAE1/SAE2 + UBC9, in vitro. P63279. hit rate 0.36% among 290,000; in the data active means inhibition above about 50%, passing the limit was not always enough; further: strong numbers were not always called active
# pCIP destab: lowers stability of the mouse p/CIP coactivator protein | Q05BA5 | hit rate 0.01% among 290,000 | F442A p/CIP-EGFP cells, EGFP fluorescence, 16 h | AID 1984 | decrease of EGFP signal, % at 10 µM;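 active means EGFP signal decrease of at least 30% at 10 µM or well 3 SD below plate mean, unless failing retest; inactive means the rest, including hits failing retest or dose response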; further: some compounds called inactive have numbers as strong as hits; many of its hits are not listed in these tables
# VIM-2 inhibitor: inhibitors of Pseudomonas aeruginosa VIM-2 metallo-beta-lactamase. purified VIM-2, nitrocefin hydrolysis, epi-absorbance fluorescence. inhibition, % at 5.6 µM. hit rate 0.89% among 290,000. AID 1527;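 active means inhibition above the mean of all tested compounds plus 3 SD, cutoff set per screening run, cut at about 7.5% in these data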;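 further: red hydrolysis product quenches plate fluorescence so inhibitors raise well fluorescence; 0% = enzyme with DMSO and 100% = DMSO without enzyme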
# NS3 helicase inh: inhibitors of Hepatitis C virus NS3 helicase. NS3 helicase DNA unwinding, Cy5 molecular beacon fluorescence. inhibition, % at 10.9 µM. hit rate 0.56% among 290,000. AID 1800;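 active means inhibition above the mean of all tested compounds plus 3 SD, set per campaign, cut at about 35% in these data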;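 further: 0% = DMSO wells and 100% = thioflavine S control wells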
#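 System: HCV NS3 helicase fragment; control set: DMSO and thioflavine S; technique: Cy5 fluorescence at 0 and 60 min, beacon hairpin quenching; reagent: beacon DNA duplex substrate plus ATP; replicates: singlicate; schedule: 1 h reaction at 25 °C, ATP-initiated; medium: MOPS buffer pH 6.5 with MgCl2, DTT, Tween20, BSA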
# IDE cell activ: boosts human insulin-degrading enzyme activity in HEK cells | activation, % at 5.96 µM | FAbeta-B cleavage, fluorescence polarization; 0% vehicle, 100% cell-free pure enzyme wells | P14735 | hit rate 0.073% among 340,000;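 active means activation above the mean of all tested compounds plus 3 SD, set per screening campaign, cut at about 17% in these data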
# Starred values were filed as active, the others as inactive; nt = no result given. Outcome played no part in choosing rows (roughly 3.6% active in at least one column).
SMILES,IMP-1 inh,M18AAP inhibitor,FID counter,IDE cell inh,SUMO HTRF inh,pCIP destab,VIM-2 inhibitor,NS3 helicase inh,IDE cell activ
CCOC(=O)c1ccc(-n2c(CN3CCC(O)CC3)nc3ccc([N+](=O)[O-])cc3c2=O)cc1,-0.4,5,-11,2,3,5,-1.7,18,-2
COc1ccc(/C=N/NC(=O)c2ccc(N(C)S(=O)(=O)c3ccccc3)cc2)c(OC)c1,-1.6,6,-27,3,3,3,-8.8,-10,2
COc1cccc(CNc2ccc(C(=O)O)cc2)c1OCc1ccccc1,-1.2,0,-36,-2,2,6,-2.1,23,9
O=C(CNC(=S)NC(=O)c1ccc(F)cc1)c1ccccc1,-6.0,5,-2,8,17,-6,-1.1,4,7
COC(=O)CC1C(=O)NCCN1C(=O)c1ccc(S(=O)(=O)N2CCOCC2)cc1 (stereo unspecified),-3.9,-3,1,1,-18,6,-3.6,-4,4
Nc1c(-c2ccc(Cl)cc2)nnn1-c1ccccc1,-3.5,7,-2,1,-4,-23,-3.0,-2,7
O=C(CSc1ccc(Cl)cc1)Nc1cccc(-c2nc3ncccc3o2)c1,-3.0,10,-6,-5,-3,-21,-3.6,10,0
CC(C)/C=C/CN1CCN(CCCc2ccccc2)C(CCO)C1 (stereo unspecified),-1.3,-2,7,-2,-4,1,-1.6,2,4
CCCOc1ccc(/C=N/NC(=O)CN2CCCCC2)cc1,-2.5,-1,5,7,10,-7,-1.7,-11,-1
CCc1ccc(NC(=O)CN(c2ccccc2)S(=O)(=O)N(C)C)cc1,-2.9,-1,-17,0,18,-9,-1.4,-3,4
Cc1ccc2[nH]c(=O)c(CN(Cc3cccs3)Cc3nnnn3Cc3ccccc3)cc2c1,-3.0,2,-6,-3,8,2,-5.3,-3,1
COc1cc(OC)cc(-c2cc3nc(C)c(CCC(=O)NC(C)CCc4ccco4)c(C)n3n2)c1 (stereo unspecified),-0.1,-4,-34,-5,15,-8,0.0,-1,2
O=C(Nc1nnc(-c2ccco2)o1)C1CCCCC1,-5.1,2,-5,-3,4,-11,-1.8,10,1
Cc1ccc(S(=O)(=O)N2CCCCC2)cc1NC(=O)CN1C(=O)CN(C)C1=O,-1.9,-14,-3,5,26,-13,-0.2,1,5
CCOC(=O)C1(CC2CC2)CCN(Cc2cnc(-c3ccccc3C)nc2)CC1,-4.3,2,-8,-1,12,3,-5.6,5,2
Cc1ccc(CNC(=O)C2CCN(S(=O)(=O)c3cnc[nH]3)CC2)cc1,0.7,4,0,-5,3,4,1.0,-4,1
CCN1C(=O)C(CC(=O)Nc2ccc(Cl)cc2)N(NC(=O)c2ccncc2)C1=S (stereo unspecified),-2.0,2,3,-2,3,-8,-1.6,8,nt
Cc1ccc2cc3c(N)[nH]nc3nc2c1,-3.4,1,7,2,21,-14,-0.1,6,2
O=C(N/N=C/c1cccc(Cl)c1Cl)Nc1ccccc1,-1.0,2,-2,3,18,-3,-1.1,-4,7
COc1cccc(NC(=O)N2CCN(c3nc(-c4cccc(OC)c4)cs3)CC2)c1,-0.8,4,-24,19*,-53,2,1.4,-9,-28
CCCCn1c(-c2ccc(OC)cc2)nc2c(=O)n(C)c(=O)[nH]c21,-1.9,0,-14,-6,9,5,-0.2,-2,0
CCC(=O)N1CC2(c3ccccc3)CN(C(=O)CC)CC(c3ccccc3)(C1)C2=O,-2.9,0,-17,-3,24,-8,-2.0,2,-1
COc1ccc(-c2cn3c(C)c(C(=O)N4CCCc5ccccc54)sc3n2)cc1,-2.5,-3,-8,4,nt,nt,-0.4,-6,-3
CCNC(=S)N1CCCCC1CO (stereo unspecified),-1.5,-4,-2,4,20,-4,-2.5,1,3
O=C(/C=C/c1ccc([N+](=O)[O-])cc1)Nc1ncc([N+](=O)[O-])s1,-1.7,-9,0,nt,1,-2,-2.8,-4,-4

# Brought forward from above: four compounds, followed by the next part.
SMILES,IMP-1 inh,M18AAP inhibitor,FID counter,IDE cell inh,SUMO HTRF inh,pCIP destab,VIM-2 inhibitor,NS3 helicase inh,IDE cell activ
CCC(=O)N1CC2(c3ccccc3)CN(C(=O)CC)CC(c3ccccc3)(C1)C2=O,-2.9,0,-17,-3,24,-8,-2.0,2,-1
COc1ccc(-c2cn3c(C)c(C(=O)N4CCCc5ccccc54)sc3n2)cc1,-2.5,-3,-8,4,nt,nt,-0.4,-6,-3
CCNC(=S)N1CCCCC1CO (stereo unspecified),-1.5,-4,-2,4,20,-4,-2.5,1,3
O=C(/C=C/c1ccc([N+](=O)[O-])cc1)Nc1ncc([N+](=O)[O-])s1,-1.7,-9,0,nt,1,-2,-2.8,-4,-4
O=C1c2cccc(OCC(=O)N3CCCc4ccccc43)c2CCN1Cc1cccnc1,-3.2,0,-29,-1,8,10,-2.8,-4,-1
O=C(NCC1OCCCN1S(=O)(=O)c1cc(F)ccc1F)C(=O)NC1CCCC1 (stereo unspecified),-2.4,0,-16,-1,-7,-4,-1.0,-6,0
C/C(=N\NC(=O)c1nc2ccccn2c1C)c1cccc([N+](=O)[O-])c1,-1.4,-3,-5,-5,-7,0,-3.2,-2,8
CC(=O)c1cccc(OCc2cc(C(=O)N(C)CCc3ccccn3)no2)c1,-0.5,-13,-33,0,22,-7,-0.9,-3,7
COc1cccc(CN(C)CC(O)COC(c2ccccc2)c2ccccc2C)c1 (stereo unspecified),-3.8,-1,25,-1,-20,9,0.1,-75,4
COc1ccc2ccccc2c1/C=N/n1cnnc1,-3.4,-1,-2,6,3,-8,0.9,-8,4
CCn1cc(C(=O)NCC2COc3ccccc3O2)c2cc(OC)c(OC)cc2c1=O (stereo unspecified),-2.2,-1,-26,4,45,10,-2.4,-1,-5
O=C(NCc1cccnc1)C(=O)Nc1nc2ccccc2s1,-0.9,-8,0,-1,4,-1,0.2,2,-1
CCOC(=O)CNC(=O)CSc1nc2sc(C)c(C)c2c(=O)n1C,-1.5,0,-3,1,1,-8,-2.5,-4,1
CC1C(=O)Nc2ccccc2N1C(=O)c1ccc(F)cc1F (stereo unspecified),-4.5,-5,-7,7,3,-2,-2.3,7,-1
CC(C)CNS(=O)(=O)c1cc(C(=O)N2CC(C)OC(C)C2)c(Cl)cc1Cl (stereo unspecified),-2.4,-7,-14,-1,-1,-15,-4.2,9,2
COc1cc2c(cc1OC)CN(CC(=O)Nc1ccc(C)cc1)CC2,0.7,4,-11,0,-12,-11,-0.6,0,0
O=C(NC(=S)Nn1cnnc1)c1cccc(Br)c1,-0.7,69*,-2,1,-2,-3,-1.8,-19,3
COC(=O)c1ccc(COC(=O)c2ccc(S(=O)(=O)N3CCC(C)CC3)cc2)o1,-4.8,-3,-7,-1,-5,2,-2.2,-3,5
CC(C)C(=O)Nc1nc(-c2ccc(S(=O)(=O)N3CCOCC3)cc2)cs1,1.6,-10,-21,-4,13,-11,1.7,6,6
O=C(CN1CCN(C(=O)c2ccccc2)CC1)Nc1ccccc1,0.5,-11,-10,0,-9,-11,0.5,-2,2
CC(C)c1nc(CNC(=O)c2ccc(OC3CCN(Cc4ccccn4)CC3)cc2)cs1,-2.0,2,7,1,-9,5,-0.2,-8,4
CCC1=C(OC(=O)N(CC)CC)N2C(=O)OC(=NCCOC)[C@]2(Cc2ccccc2)[C@H]2C1=CC[C@H]1C(=O)N(CC(=O)OC)C(=O)[C@H]12,nt,nt,nt,-1,1,0,nt,nt,5
Cc1nn(C)cc1-c1n[nH]c(=S)n1-c1ccc(F)cc1,-1.8,35*,-9,-1,9,2,4.9,-5,0
COC(=O)N/N=C\c1ccc(-c2cc(Cl)c(Cl)cc2Cl)o1,-0.7,-1,1,3,1,2,-5.5,5,4
COc1ccc(Cc2nnc(SCc3c(C)noc3C)n2C2CCCCC2)cc1OC,-3.7,-6,-40,-6,-33,-2,-4.8,23,10
Cc1sc2nc(CN3CCOCC3)nc(NS(=O)(=O)c3ccccc3)c2c1C,-4.3,-5,-18,-2,3,8,-5.4,-8,-2
Cc1ccc(S(=O)(=O)C2(C(=O)O)CCCC2)cc1C,-1.6,9,-11,6,22,-1,1.0,19,1
O=C(CSc1cc(Cl)ccc1Cl)NC1CCCC1,-2.6,-3,-6,-7,19,-20,-2.3,-3,5
CSc1nc2sc3c(c2c(=O)n1C1CCCCC1)CCN(C)C3,-1.4,-13,8,7,-4,8,2.6,-14,0
# Remaining list, next part
SMILES,IMP-1 inh,M18AAP inhibitor,FID counter,IDE cell inh,SUMO HTRF inh,pCIP destab,VIM-2 inhibitor,NS3 helicase inh,IDE cell activ
Cc1ccc(CCCOC(=O)C[N+]2(C)CCCC2)cc1,-1.1,-2,-2,-5,13,-11,-1.5,5,2
Cc1oc(C(C)(C)C)cc1C(=O)Nc1ccc2c(c1)OCCO2,0.0,5,-19,4,6,-138,-1.6,6,5
CCOc1ccc(C(=O)CSc2nnc(N)s2)cc1,-0.3,1,-1,0,6,0,0.3,6,3
COc1cccc(CN(CC(=O)NCC2CCCO2)C(=O)CCC(=O)Nc2cc(C)on2)c1 (stereo unspecified),-1.2,-2,-11,5,3,-18,-0.1,4,4
CCCCc1c(C)nc2ccc(Br)cc2c1SCCC#N,-1.5,-6,-20,nt,-14,-5,-1.2,15,nt
O=C(Nc1ccn(Cc2ccccc2)n1)c1cccc(F)c1,-2.3,9,-10,nt,6,3,0.2,8,2
COc1cc2ccccc2cc1-c1nnc(COc2ccccc2)o1,-2.6,2,-3,2,13,-10,-0.9,-8,3
O=C(NCc1nc2ccccc2[nH]1)C1=C[C@@H](c2ccc(Br)cc2)C[C@@H](OCc2ccc(CO)cc2)O1,-1.3,-2,-7,1,-16,-11,-1.8,-12,4
Cc1sc(C(C2C(=O)CC(C)(C)CC2=O)C2C(=O)CC(C)(C)CC2=O)cc1[N+](=O)[O-],-3.0,7,-7,0,9,-3,-5.6,20,-4
COc1ccccc1Nc1nc(N)nc(CSc2nnc(C)s2)n1,-4.3,-1,-12,6,2,-4,-2.8,3,6

# Compound profiles, from the list above. Screens in order: IMP-1 inh, M18AAP inhibitor, FID counter, IDE cell inh, SUMO HTRF inh, pCIP destab, VIM-2 inhibitor, NS3 helicase inh, IDE cell activ
# `Cc1ccc(S(=O)(=O)C2(C(=O)O)CCCC2)cc1C` as listed: -1.6, 9, -11, 6, 22, -1, 1.0, 19, 1
# `O=C(CNC(=S)NC(=O)c1ccc(F)cc1)c1ccccc1` as listed: -6.0, 5, -2, 8, 17, -6, -1.1, 4, 7
# `Cc1ccc2[nH]c(=O)c(CN(Cc3cccs3)Cc3nnnn3Cc3ccccc3)cc2c1` as listed: -3.0, 2, -6, -3, 8, 2, -5.3, -3, 1
# `Cc1ccc(CNC(=O)C2CCN(S(=O)(=O)c3cnc[nH]3)CC2)cc1` as listed: 0.7, 4, 0, -5, 3, 4, 1.0, -4, 1
# `CC(C)/C=C/CN1CCN(CCCc2ccccc2)C(CCO)C1` (stereo unspecified) as listed: -1.3, -2, 7, -2, -4, 1, -1.6, 2, 4
